Compound activity (PubChem)
GLP-1R agonist – qHTS of GLP-1 Receptor Agonists; Glucagon-like peptide 1 receptor (Homo sapiens), P43220; HEK293 GLP-1R CRE-luciferase, luminescence, 4-6 h; cells express a hypersensitive GLP-1R form; Potency, µM (series often up to 45.6 µM), inactives show at the top dose activation, hits mostly activators; 380,000 compounds, 0.007% hits; AID 624172, 2012; note: potency is the fitted concentration of half-maximal effect; % of control where 0% means no effect
Target sequence (P43220 whole entry, looked up): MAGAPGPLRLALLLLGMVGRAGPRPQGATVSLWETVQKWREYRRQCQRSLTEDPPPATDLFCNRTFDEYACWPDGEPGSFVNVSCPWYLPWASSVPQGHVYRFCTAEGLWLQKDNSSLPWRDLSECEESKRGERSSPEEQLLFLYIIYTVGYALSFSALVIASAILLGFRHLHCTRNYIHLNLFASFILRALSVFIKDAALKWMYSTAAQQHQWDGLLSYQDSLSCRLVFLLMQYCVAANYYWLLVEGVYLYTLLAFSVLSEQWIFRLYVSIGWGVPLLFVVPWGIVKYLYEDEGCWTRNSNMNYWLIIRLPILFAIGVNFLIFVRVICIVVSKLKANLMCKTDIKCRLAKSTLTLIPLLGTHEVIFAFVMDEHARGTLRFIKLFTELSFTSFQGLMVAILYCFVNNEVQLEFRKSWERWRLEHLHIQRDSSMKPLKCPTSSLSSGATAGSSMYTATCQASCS
HT1080 IDH1KD tx – qHTS for induction of synthetic lethality in tumor cells producing 2HG: qHTS for the HT-1080-IDH1KD cell line; 360,000 compounds, 2% hits; HT-1080 IDH1 knockdown viability, ATP luminescence, 48 h; Potency, µM (titrated, usually from 46.1 µM), without a hit: at the highest dose activity, negative = toxicity, usual class: cytotoxic;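 note: potency is the fitted concentration of half-maximal effect; 0% = DMSO wells and -100% = cell-free medium wells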
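Knockdown cells (IDH1KD HT-1080) received compounds 2 h after plating at 750 cells/well and were kept 48 h at 37 °C in 5% FBS RPMI. A CellTiter-Glo luminescence read gave % activity for curve fitting.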
SW480 rerep – A quantitative high throughput screen for small molecules that induce DNA re-replication in SW480 colon adenocarcinoma cells; SW480 DNA re-replication, Hoechst DNA content imaging, 48 h; Potency, µM (highest dose often 46.1 µM), for inactives: at the highest dose re-replication activation, usual class: activators; 340,000 compounds, 1.8% hits; AID 624297, 2012; note: potency is the fitted concentration of half-maximal effect; % of control where 0% means no effect; nearly all actives have a fitted effect of over 55% in size
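Hoechst fluorescence of nuclei (405 nm excitation, 500-530 nm emission) measured by plate-scanning imager after 48 hr compound exposure at 37 C; re-replication scored as increased number of nuclei with elevated intensity.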
KB-V1 MDR tox – qHTS assay for MDR1-selective chemotherapeutics: Primary screen using the drug-selected MDR subline cells KB-V1; Potency, µM (series often up to 46.1 µM), for inactives: top-dose activity change, negative = cytotoxicity, actives largely listed as cytotoxic; AID 1347076, 2019; KB-V1 MDR cells viability, CellTiter-Glo, 72 h; 400,000 compounds, 3.4% hits; note: potency is the fitted concentration of half-maximal effect; % is set by controls: 0 for no effect and ±100 for the full control effect; nearly all actives have a fitted effect of over 60% in size
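Cytotoxicity via CellTiter-Glo luminescence after 72 h compound exposure at 37 degrees C. Cells: drug-selected KB-V1 line, DMEM phenol-red free plus 10% FBS. Compounds tested at multiple concentrations; normalized data fitted to concentration-effect curves.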
D3 antag – qHTS of D3 Dopamine Receptor Antagonist: qHTS; D3R cells, DiscoveRx beta-arrestin luminescence, antagonist mode; stronger effect = lower value; max response, negative = inhibition, %; 360,000 compounds, 2.5% hits; AID 652054, 2013; in the data active = max response below about -50%; inconclusive = no clear call, values can overlap the other calls; note: % is set by controls: 0 for no effect and ±100 for the full control effect; mostly tested at two doses, the higher about 12 µM
Target sequence (P35462 whole entry, looked up): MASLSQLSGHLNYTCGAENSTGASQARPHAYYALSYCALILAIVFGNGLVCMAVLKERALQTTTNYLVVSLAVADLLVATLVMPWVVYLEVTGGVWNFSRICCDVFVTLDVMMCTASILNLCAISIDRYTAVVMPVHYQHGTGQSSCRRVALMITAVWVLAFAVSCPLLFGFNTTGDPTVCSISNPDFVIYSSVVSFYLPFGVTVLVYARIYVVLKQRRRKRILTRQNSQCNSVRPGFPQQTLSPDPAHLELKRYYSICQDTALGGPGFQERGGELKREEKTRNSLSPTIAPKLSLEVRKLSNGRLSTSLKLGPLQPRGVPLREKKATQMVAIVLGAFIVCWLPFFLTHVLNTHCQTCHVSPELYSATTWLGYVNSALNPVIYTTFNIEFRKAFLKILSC
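Cells expressing the human receptor were seeded at 1500 cells/well, incubated overnight at 37 degrees C in 5% CO2, then exposed to library compounds with dopamine controls for 90 minutes at 37 degrees C before luminescent detection.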
IL-1B inflam inh – qHTS for Inhibitors of Inflammasome Signaling: IL-1-beta AlphaLISA Primary Screen | AID 743279, 2014 | 360,000 compounds, 4.7% hits | THP-1 LPS/ATP IL-1B secretion, AlphaLISA, 16 h; stronger effect = lower value | activity change, % at 57.5 µM; in the data active = activity change below about -50%; inconclusive = mostly about -30% to -49%; note: % is set by controls: 0 for no effect and ±100 for the full control effect
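THP-1 cells pretreated 1 hr with compounds (up to 57.5 uM final), then stimulated with LPS (250 ng/mL final) plus ATP (1.25 mM final); secreted IL-1B measured by AlphaLISA after 16 hr, decreased signal indicating inhibition.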
HT1080-NT tox – qHTS for induction of synthetic lethality in tumor cells producing 2HG: qHTS for the HT-1080-NT fibrosarcoma cell line; AID 686970, 2013; HT-1080-NT fibrosarcoma viability, CellTiter-Glo ATP luminescence, 48 h; Potency, µM (top dose mostly 46.1 µM), inactives show at the top dose activity, negative = less viability, most hits filed as cytotoxic; 360,000 compounds, 1.6% hits;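 note: NT is the 2HG producing partner of a matched IDH1 knockdown line; potency is the fitted concentration of half-maximal effect; 0% = DMSO-treated cells and -100% = media-only wells without cells; nearly all actives have a fitted effect of over 55% in size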
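750 cells/well, RPMI + 5% FBS; 2 h settle, compound pin-transfer, 48 h at 37 degrees C. CellTiter-Glo 10 min RT, luminescence. Normalized to DMSO and media-only wells.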
D3 ag – qHTS of D3 Dopamine Receptor Agonist: qHTS | D(3) dopamine receptor (Homo sapiens), P35462 | D3R DiscoveRx beta-arrestin cells, luminescence, 90 min | 410,000 compounds, 0.58% hits | max activation, %; in the data active = max activation above about 30%; note: 0% is about no effect; mostly tested at two doses, the higher about 12 µM
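Agonist-mode cell screen: cells plated at 1500/well and incubated overnight at 37 °C, then exposed to library compounds for 90 min at 37 °C. Detection reagent was added for 30–60 min at room temperature, and luminescence was read.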
KB-3-1 cytotox – qHTS assay for MDR1-selective chemotherapeutics: Primary screen using the parental adenocarcinoma cell KB-3-1; Potency, µM (titrated, usually from 46.1 µM), inactives show at the top dose activity change, negative = cytotoxic, most hits filed as cytotoxic; 400,000 compounds, 1.4% hits; KB-3-1 viability, CellTiter-Glo ATP luminescence, 72 h; note: potency is the fitted concentration of half-maximal effect; % is set by controls: 0 for no effect and ±100 for the full control effect; nearly all actives have a fitted effect of over 60% in size
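Parental KB-3-1 adenocarcinoma cells in phenol-red-free DMEM with 10% FBS were pin-treated with compounds at several concentrations, incubated 72 h at 37 °C, and viability read by CellTiter-Glo luminescence; concentration-effect curves were fitted after normalization.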
* marks the source's active call; other numbers are inactive results; ? = inconclusive; . = no result given; [ ] = dose if it differs, or a comment. Unless noted, calls come from the whole dose curve; as a rule, active = well fitted curve in the direction sought with a large enough effect; inconclusive = small, poorly fitted or top-dose-only effect, or another doubt; inactive = no such curve, though single readings can be large; an effect the other way counts as inactive or inconclusive.

entry	smiles	GLP-1R agonist	HT1080 IDH1KD tx	SW480 rerep	KB-V1 MDR tox	D3 antag
1	COc1ccc(C2=NN(C(=O)CCC(=O)O)C(c3cccs3)C2)cc1OC (stereo not drawn)	13%	10%	-16%	10%	-8
2	CCN(CC)CCOC(=O)C1(c2ccccc2)CCOCC1	2%	-2%	-8%	-8%	-19
3	Cn1ncc(Br)c1C(=O)NC12CC3CC(CC(C3)C1)C2	6%	-11%	4%	-5%	-4
4	COc1cc(NC(=O)C2=C(N3CCOCC3)/C(=C/c3ccc(Cl)cc3)CC2)cc(OC)c1OC	4%	-21%	-96%[inhibitor]	?	-6
5	COc1ccc(-c2nc(C(=O)NCCCN3CCOCC3)cc3c2[nH]c2ccccc23)cc1OC	2%	-8%	?	-27%	?
6	CCCC(=O)Nc1nc2ccc(NC(=O)c3cccnc3)cc2s1	1%	-25%[9.24 µM]	0%	?	10
7	C=CCn1c(SCC(=O)Nc2ccccc2OC)nnc1-c1ccccn1	21%	?	18µM*	?	-19
8	Cc1ccc(S(=O)(=O)N(CC(=O)Nc2cccc(N(C)S(C)(=O)=O)c2)c2ccc(Cl)c(Cl)c2)cc1	0%	-24%	-8%	?	-22
9	COc1ccc(NC(=O)c2cc(NC(=O)C3CCCCC3C(=O)O)ccc2N2CCOCC2)cc1 (stereo not drawn)	-12%	9%	-5%	.	-1
10	Fc1cccc(CN2CCC(Cc3ccccc3)CC2)c1	1%	1%	1%	7%	-53*
11	c1csc(CSc2nnc3sc4ccccc4n23)c1	15%	-9%	-7%	?	-4
12	Cc1noc(C)c1NC(=O)N1C[C@H](O)COC[C@H]2O[C@@H](CC(=O)NCC3CCCCC3)CC[C@@H]21	.	17%	.	6%	15
13	NC(=O)c1cccc2c1C(=O)N(C1CCCCC1)C2	19%	-4%	-16%	-2%	-11
14	CCCS(=O)(=O)N1CCCC(c2nc(-c3ccc(OC)cc3)no2)C1 (stereo not drawn)	-2%	6%	6%	13µM*	-14
15	CCn1c(C)c(C(C)=O)c(N2CCN(c3cccc(Cl)c3)CC2)nc1=S	0%	-5%	-1%	-16%	?

entry	IL-1B inflam inh	HT1080-NT tox	D3 ag	KB-3-1 cytotox
1	-5	6%	6	-7%
2	6	-2%	-7	-6%
3	-4	-13%	2	-2%
4	8	-26%	1	-22%
5	-24	-4%	-52	0%
6	-21	6.3µM*	-2	?
7	9	?	1	?
8	-25	-12%	-22	-14%
9	-3	4%	6	.
10	33	1%	-5	0%
11	0	-15%	5	-1%
12	19	13%	3	9%
13	18	-7%	-3	6%
14	?	5%	-1	-16%
15	-5	0%	-3	-12%

Some of the entries so far, with values under each structure.
Order of results: GLP-1R agonist, HT1080 IDH1KD tx, SW480 rerep, KB-V1 MDR tox, D3 antag, IL-1B inflam inh, HT1080-NT tox, D3 ag, KB-3-1 cytotox
(14) CCCS(=O)(=O)N1CCCC(c2nc(-c3ccc(OC)cc3)no2)C1 (stereo not drawn)
  -2%, 6%, 6%, 13µM*, -14, ?, 5%, -1, -16%
(6) CCCC(=O)Nc1nc2ccc(NC(=O)c3cccnc3)cc2s1
  1%, -25%[9.24 µM], 0%, ?, 10, -21, 6.3µM*, -2, ?
(11) c1csc(CSc2nnc3sc4ccccc4n23)c1
  15%, -9%, -7%, ?, -4, 0, -15%, 5, -1%
(10) Fc1cccc(CN2CCC(Cc3ccccc3)CC2)c1
  1%, 1%, 1%, 7%, -53*, 33, 1%, -5, 0%

The list goes on.
entry	smiles	GLP-1R agonist	HT1080 IDH1KD tx	SW480 rerep	KB-V1 MDR tox	D3 antag
16	NS(=O)(=O)c1ccc(CCNC(=O)c2ccc(=O)[nH]c2)cc1	3%	19%	-2%	4%	-23
17	O=C(Nc1ccon1)c1ccccc1Cl	-3%	2%	1%	-6%	7
18	Cc1cccc(-n2c(O)c(C=NCCCN3CCOCC3)c3ccccc3c2=O)c1	7%	0%	-7%	-5%	8
19	Cc1nc2ccc(NC(=O)[C@@H](NC(=O)c3c(F)cccc3F)C(C)C)cc2s1	10%	-1%	-17%	-1%	-8
20	Cc1cccc(OCCC(=O)Nc2ccc(C)c(S(=O)(=O)N3CCCCC3)c2)c1	-5%	-19%	9%	?	-15
21	O=C(O/N=C/c1ccc2c(c1)OCO2)c1ccc([N+](=O)[O-])cc1	-1%	20%	1%	3%	-1
22	CC(=O)C1=C(O)C(=O)N(c2ccc(O)cc2)C1c1ccc([N+](=O)[O-])cc1 (stereo not drawn)	0%	6%	-1%	?	-2
23	Cc1cc(C)n2nc(SCC(=O)N/N=C/c3cccc(Br)c3)nc2n1	3%	-1%[9.24 µM]	?	-11%	13
24	O=S(=O)(c1ccccc1C(F)(F)F)N1CCOCC1	-8%	7%	1%	?	-5
25	CCOc1ccc(S(=O)(=O)NCc2ccc3c(c2)OCO3)cc1NC(C)=O	9%	5%	-37%[inhibitor]	-11%	5
26	O=C(CCc1ccccc1)NC(=S)NCc1ccco1	1%	-9%	2%	5%	-11
27	CCOC(=O)Cc1csc(NC(=O)Nc2ccc(F)cc2)n1	6%	-10%	-3%	-23%	-25
28	Cc1ccc(C)c(/C=N/NC(=S)NCCc2ccccc2)c1	0%	23%	-3%	?	-4
29	O=C(CN1CCN(c2ccccc2O)CC1)NC(c1ccccc1)c1ccccc1	1%	-1%	-9%	4.1µM*	-56*
30	C[C@H](NS(=O)(=O)c1c(Cl)cccc1Cl)C(=O)NNC(=O)COc1ccccc1F	-6%	1%	-14%	-16%	9

entry	IL-1B inflam inh	HT1080-NT tox	D3 ag	KB-3-1 cytotox
16	4	18%	-2	5%
17	47	11%	0	3%
18	-15	0%	-3	19%
19	35	-3%	8	19%
20	-72*	-21%	7	?
21	78	6%	3	16%
22	32	1%	3	0%
23	0	-22%	8	-3%
24	-6	8%	0	-1%
25	12	12%	-13	-14%
26	1	-6%	-18	-1%
27	1	-20%	-8	-30%
28	5	8%	6	4%
29	-4	-6%	-19	-28%
30	45	0%[9.24 µM]	0	-20%

Further results follow:
entry	smiles	GLP-1R agonist	HT1080 IDH1KD tx	SW480 rerep	KB-V1 MDR tox	D3 antag
31	O=C(/C=C/c1ccco1)NCc1ccco1	10%	17%	0%	4%	-1
32	Cc1cc(N2CCN(C)CC2)nc2ccc(NC(=S)N3CCN(c4ccc(Cl)cc4)CC3)cc12	1%	?	12µM*	21%	-25
33	O=C(CSc1ccc(-c2ccc(F)cc2)nn1)Nc1ccc2c(c1)OCCO2	18%	0%	-6%	-21%	9
34	COc1ccc(NC(=O)Cc2ccsc2)cc1S(=O)(=O)N1CCOCC1	-4%	7%	-8%	-5%	-4
35	c1ccc(CCNc2nc3ccccc3s2)cc1	1%	?	-3%	18µM*	-30
36	Cc1ccc(S(=O)(=O)N2CCOCC2)cc1C(=O)Nc1ccccc1F	-5%	-1%	-5%	15%	21
37	COc1ccc(C2CC(=O)NC(=O)C2)cc1	3%	12%	-5%	25%	-22
38	O=[N+]([O-])c1ccc(N/N=C/c2cn(Cc3ccc(F)cc3)c3ccccc23)nc1	-9%	-18%	-1%	-18%	-54*
39	CN(C)S(=O)(=O)c1ccc(C(=O)Nc2nc(-c3cc4ccccc4o3)cs2)cc1	0%	?	7%	7%	35
40	COc1ccc(OC)c(C2C(C(C)=O)=C(O)C(=O)N2c2ccc(O)cc2)c1 (stereo not drawn)	-8%	5%	-4%	11%	-3
41	O=C(Cc1ccccc1)NCC(=O)N/N=C/c1ccc(Cl)cc1	-6%	1%	2%	2%	0
42	COc1ccc(CCNC(=O)CSc2nc3[nH]ncc3c(=O)n2-c2ccccc2OC)cc1OC	-13%	16%	-1%	0%	-1
43	Cn1c(=O)oc2cc(S(=O)(=O)NCCN3CCCCCC3)ccc21	7%	12%	-16%	-19%	2
44	Cc1cc(C)c2c(CN3CCCCCCC3)cc(=O)oc2c1	3%	-5%	.	4%	-25

entry	IL-1B inflam inh	HT1080-NT tox	D3 ag	KB-3-1 cytotox
31	15	8%	13	-2%
32	38	?	-20	5%
33	24	14%	7	19%
34	-9	12%	2	7%
35	6	?	-20	-27%
36	-12	3%	9	-22%
37	-12	-1%	-13	-4%
38	46	-12%	-2	-26%
39	-1	?	6	-2%
40	5	6%	4	11%
41	14	-2%	3	-2%
42	5	15%	-3	5%
43	4	5%	0	1%
44	37	0%	-8	0%
